Assay outcomes: PubChem BioAssay, several laboratories
Exocytosis inh: lytic granule exocytosis inhibition | TALL-104 LAMP-1 surface exposure, flow cytometry; cells stimulated with thapsigargin and PMA | actives 0.66% (n = 360,000) | inhibition, % at 10 µM | AID 651702;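 active means inhibition above about 55%, limit read from the data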
MC4R antag cAMP: antagonists of human melanocortin 4 receptor (MC4R). MC4R-expressing cells, MTII-stimulated cAMP, LANCE TR-FRET. actives 0.48% (n = 360,000). P32245. inhibition, % at 6.5 µM;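 active means inhibition above its plate's cutoff, the mean of tested wells on that plate plus 3 SD, cut at about 29% in these data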;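 further: 0% = Melanotan II alone and 100% = Melanotan II plus saturating MCL0020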
Target sequence (P32245 whole entry, looked up): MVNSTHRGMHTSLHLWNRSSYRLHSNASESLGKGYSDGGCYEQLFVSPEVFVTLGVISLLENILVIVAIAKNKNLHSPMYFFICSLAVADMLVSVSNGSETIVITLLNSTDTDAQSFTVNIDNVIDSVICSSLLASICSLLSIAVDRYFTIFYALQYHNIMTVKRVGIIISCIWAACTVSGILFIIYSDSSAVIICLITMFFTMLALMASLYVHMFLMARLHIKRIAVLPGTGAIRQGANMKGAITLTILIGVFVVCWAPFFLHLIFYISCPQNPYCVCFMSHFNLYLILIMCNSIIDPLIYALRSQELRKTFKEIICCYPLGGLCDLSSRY
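system = U2OS cells with stable human MC4R expression | also added = Melanotan II challenge after compound preincubation | dosing = one concentration, 6.5 µM nominal | incubation = compound 30 min, challenge 1 h, detection 1 h | measured by = TR-FRET with Eu-cAMP and labeled anti-cAMP, 671 nm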
NOD2-RIPK2 inh: NOD2-RIPK2 protein interaction inhibition; AID 624267; inhibition, % at 4.98 µM; CHO BLA complementation NOD2-RIPK2, CCF4 ratio; actives 0.38% (n = 360,000); O43353; in the data active means inhibition above about 21%;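 further: 0% = vehicle only and 100% = reference blocker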
Target sequence (O43353 whole entry, looked up): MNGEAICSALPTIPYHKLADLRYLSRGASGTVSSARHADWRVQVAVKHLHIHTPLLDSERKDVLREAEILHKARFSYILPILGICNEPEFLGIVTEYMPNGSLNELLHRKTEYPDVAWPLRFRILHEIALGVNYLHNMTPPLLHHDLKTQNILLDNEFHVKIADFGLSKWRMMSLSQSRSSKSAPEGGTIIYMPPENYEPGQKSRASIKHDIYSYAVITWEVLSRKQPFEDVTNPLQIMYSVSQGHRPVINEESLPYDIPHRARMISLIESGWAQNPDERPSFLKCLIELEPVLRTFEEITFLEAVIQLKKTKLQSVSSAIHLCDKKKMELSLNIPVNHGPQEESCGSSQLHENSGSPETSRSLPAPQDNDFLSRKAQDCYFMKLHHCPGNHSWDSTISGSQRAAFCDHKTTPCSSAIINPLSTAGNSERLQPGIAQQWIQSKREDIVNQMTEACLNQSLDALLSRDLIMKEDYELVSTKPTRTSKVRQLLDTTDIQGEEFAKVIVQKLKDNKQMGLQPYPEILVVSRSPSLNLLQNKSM
ABCB6 inh MLPCN: inhibitors of human ABC transporter ABCB6. fluorescence ratio to DMSO, % at 10 µM. K562-ABCB6 porphyrin accumulation, flow cytometry, 1 h; hits give low values. AID 602162. actives 0.19% (n = 360,000). Q9NP58;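 active means fluorescence ratio to DMSO below 75%, the collection mean minus 3 SD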;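 further: signal is porphyrin accumulated inside mitochondria; 100% equals median channel fluorescence of DMSO control wells; lower ratio means ABCB6 inhibition with less porphyrin fluorescence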
Vif inh: inhibitors of HIV Vif; actives 0.35% (n = 340,000); inhibition, % at 7.49 µM; HEK293T cells, Vif self-association by quenched fluorescence, imaging, 24 h; in the data active means inhibition above about 50%, passing the limit was not always enough; further: some results filed as inactive read as strong as hits
MC4R ag barr: activates human MC4R beta-arrestin recruitment | actives 0.98% (n = 360,000) | activation, % at 8.9 µM | U2OS MC4R beta-arrestin complementation, luminescence; percent of melanotan II response, DMSO zero | P32245 | AID 540308;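 active means activation above a per-plate cutoff, the mean activation of sample wells on that plate plus 3 SD, cut at about 8% in these data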
TLR9-MyD88 inh: inhibitors of human TLR9-MyD88 binding. inhibition, % at 4.98 µM. actives 0.21% (n = 340,000). CHO BLA complementation TLR9-MyD88, CCF4 FRET ratio;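 active means inhibition above the mean over all tested compounds plus 3 SD, cut at about 21% in these data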;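 further: 0% = DMSO only wells and 100% = clavulanate BLA inhibitor control wells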
aDG glyco up: increases alpha dystroglycan glycosylation | Pro5-aDG cells, alpha-DG glycosylation AlphaScreen (IIH6); 0% Pro5, 100% B10-LARGE cell signal | activation, % at 10 µM | actives 0.22% (n = 360,000);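 active means activation of at least 8% versus controls, or a plate z-score of at least 8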;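 further: Pro5 are CHO cells carrying HIG-tagged alpha-DG that lacks glycosylation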
N-glyco inh: N-linked glycosylation inhibition; D54 ERlucT glycosylation luciferase reporter, 24 h; percent of 100 nM tunicamycin response; actives 0.23% (n = 360,000); reporter increase, % at 12.5 µM; AID 588692;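 active means mean luciferase reporter signal, scaled so untreated is 0 and the glycosylation-blocking control 100, at or above a set limit in every replicate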;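 further: luciferase carries N-glycosylation sites so blocking glycosylation raises the light; 0% = median of neutral control wells and 100% = median of 100 nM tunicamycin wells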
ABHD5 PLIN5 PPI: blocks binding of human ABHD5 to perilipin-5; Q00G26+Q8WTS1; Split G. princeps luciferase complementation, luminescence, 4 h; inhibition, % at 4 µM; actives 0.78% (n = 360,000); AID 602281;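 active means inhibition above the mean inhibition across every tested compound plus 3 SD, cut at about 22% in these data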;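 further: 0% = DMSO only wells and the 100% control is not disclosed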
Active calls of the source: *; . = no result given. A portion of the library; count on the stated rates, not on these rows.

SMILES	Exocytosis inh	MC4R antag cAMP	NOD2-RIPK2 inh	ABCB6 inh MLPCN	Vif inh	MC4R ag barr	TLR9-MyD88 inh	aDG glyco up	N-glyco inh	ABHD5 PLIN5 PPI
S=C(Nc1ccccc1)Nc1nc2ccccc2n1CCOc1ccc(Cl)cc1	4	27	0	98	-5	-1.9	1	0.5	1	-1
O=S(=O)(c1ccc(N2CCN(CCO)CC2)nc1)N1CCOCC1	2	-9	-5	92	12	1.6	-9	0.0	0	6
COc1ccc(NC(=O)C2COc3ccccc3O2)cc1 (configuration not stated)	1	-1	6	101	3	-0.6	2	-0.1	0	-5
COc1ccc(CNC(=O)c2c(O)c3ccccc3n(C)c2=O)cc1	3	6	1	103	8	-2.6	1	-0.1	-1	3
COc1ccc(C2C(Oc3ccccc3)C(=O)N2c2cc(C)ccc2C)cc1OC (configuration not stated)	-4	11	-16	103	4	-2.1	-4	0.1	-1	3
Cc1ccccc1-n1ncc2c1CC(C)(C)CC2NC(=O)CCN1CCCCC1=O (configuration not stated)	25	-2	-2	101	5	0.6	4	0.1	1	-2
Cc1ccc(Cn2ccc(=O)c(OCc3c(Cl)cccc3Cl)c2C)cc1	23	16	6	102	-12	1.6	9	1.9	-7	-6
O=C(CSC1CCCCC1)Nc1ccccc1Br	3	2	-4	96	-3	-0.2	8	-0.3	0	2
OCc1cccc[n+]1Cc1ccccc1	1	3	-11	93	8	-2.5	-3	0.0	2	6
COc1cccc(NC(=O)CN(C)C(C)C(=O)Nc2ccc(S(=O)(=O)N3CCCC3)cc2)c1 (configuration not stated)	-2	5	-1	95	1	-0.5	0	-0.2	-1	0
CCN(CC(=O)Nc1ccc(NC(C)=O)cc1)C(=O)/C=C/c1ccc2c(c1)OCO2	6	-5	-10	94	2	-0.5	-1	0.0	-3	-5
CC12CCC(C(=O)Nc3ncc([N+](=O)[O-])s3)(OC1=O)C2(C)C (configuration not stated)	-2	-5	5	94	.	-2.1	2	0.1	1	-6
COCCNC(=O)CSc1nc2cc(OC)c(OC)cc2c(=O)n1CCc1ccc(S(N)(=O)=O)cc1	8	5	-5	96	16	0.2	2	-0.6	2	2
CCCNC(=O)C1(C)CCN1C(=O)Cc1ccc(C(C)C)cc1 (configuration not stated)	-4	12	-14	95	17	-0.4	.	-0.2	1	10
CCNC(=O)CN1C(=O)NC2(CCOc3ccccc32)C1=O (configuration not stated)	7	4	-10	97	28	-1.7	0	-0.1	2	1
Cc1ccc2c(c1)sc[n+]2Cc1ccccc1	17	-3	-4	103	1	-1.2	-16	-0.1	-4	15
CCCn1nc(C(=O)Nc2ccc(-n3cnnn3)cc2)c2ccccc2c1=O	-4	6	0	93	0	3.7	-1	-0.2	-1	-7
COc1ccccc1OC(=O)Cc1cccc2ccccc12	-4	16	6	101	0	0.9	1	0.0	1	6
CCOc1cc(/C=C(/C#N)c2ccc(Cl)cc2)cc(Cl)c1OCC(=O)O	1	10	-10	100	0	-4.4	0	-0.3	3	3
COc1cccc(C=C2Cc3ccccc3C2=O)c1	-3	.	-7	93	-1	.	.	4.1	2	23*
COc1ccc(CCNC(=O)C(=O)c2cn(CC(=O)N3CCOCC3)c3ccccc23)cc1	-2	6	2	98	-6	-2.7	5	-0.1	1	3
CCn1c(SCC(=O)N/N=C/c2c[nH]c3ccccc23)nnc1-c1ccc(C(C)(C)C)cc1	0	-8	-15	92	-22	1.4	-5	0.1	-4	12
Nc1ccc2cc3[nH]c4cc(N)ccc4c3nc2c1	5	-10	39*	.	.	-2.5	11	0.0	-19	-8
Cc1cccc(N(O)C(=O)Nc2cccc(Cl)c2)c1	-5	-7	3	100	-3	-1.0	1	0.2	0	2
Cc1ccc([C@@H]2[C@@H]3C(=O)N(C)C(=O)[C@@H]3[C@]3(C)C(=O)N(Cc4ccc(-c5ccccc5)cc4)CC(=O)N23)o1	-3	3	0	95	-4	-0.3	-2	-0.3	3	3
SMILES	Exocytosis inh	MC4R antag cAMP	NOD2-RIPK2 inh	ABCB6 inh MLPCN	Vif inh	MC4R ag barr	TLR9-MyD88 inh	aDG glyco up	N-glyco inh	ABHD5 PLIN5 PPI
CC(=O)Nc1ccc(S(=O)(=O)n2nc(C)cc2C)cc1	0	5	-7	99	.	0.5	4	0.0	4	0
CN1C2C=C(N(CCc3ccccc3)C(=O)c3ccc(Cl)cc3)CC1CC2 (configuration not stated)	15	2	3	95	-2	-3.9	-7	-0.1	-1	5
O=C1CCCN1CCNC(=S)Nc1ccccc1	4	3	-1	91	10	2.1	-1	0.2	1	-4
O=C(NC1CCS(=O)(=O)C1)c1ccc(S(=O)(=O)NCC2CCCO2)cc1 (configuration not stated)	0	1	-9	93	6	0.7	-4	0.0	5	2
COc1ccc(-c2c(C(F)(F)F)oc3c(CN4CCN(C)CC4)c(O)ccc3c2=O)cc1	1	-2	-7	113	5	-0.8	3	0.4	-3	0
O=C1[C@H]2[C@@H](c3ccc(F)cc3)N3C(=O)N(c4ccc(Br)cc4)C(=O)[C@@]3(Cc3ccccc3)[C@H]2C(=O)N1C1CCCCC1	1	17	-5	97	0	2.3	-4	1.0	-3	-7
O=C1CN(C(=O)COC(=O)C2=COCCO2)c2ccccc2N1	-2	3	13	95	.	-1.5	-3	2.0	2	-5
CCOC(=O)c1c(SCc2ccccc2)n[nH]c1N	-19	1	-4	95	-10	-1.0	-2	0.0	3	1
CCN1C[C@@H]2[C@@H]3C(=O)N(C)C(=O)[C@@H]3[C@](C)(C1=O)N2C(=O)c1ccc(C(C)(C)C)cc1	-4	2	-13	98	-6	0.6	-4	0.2	2	5
O=C(C1CC1(c1ccccc1)c1ccccc1)N1CCOCC1 (configuration not stated)	-2	-6	-1	91	10	-0.8	-3	0.2	0	0
COc1ccccc1N(CC(=O)NC1CCCC1)C(=O)c1oc(C(C)(C)C)cc1C	3	-5	9	96	-22	-2.9	-10	0.7	-7	5
COC(=O)[C@@]1(Cc2ccccc2)[C@H]2C(=O)N(C)C(=O)[C@H]2[C@H]2CN=C(SCC3CC3)N21	-2	7	-16	100	-7	2.9	-13	3.8	0	-3
C=CCC1NS(=O)(=O)OC(CCc2ccccc2)C1O (configuration not stated)	8	0	-8	97	0	-0.7	4	0.0	0	-1
COc1ccc(-c2nc(CS(=O)(=O)CC(=O)NCc3ccccc3OC)c(C)o2)cc1	17	-4	-11	103	-5	-0.4	10	-0.1	0	0
CCn1c(SCC(=O)N2CCCC2)nc2c1c(=O)n(C)c(=O)n2C	1	4	1	97	.	-0.4	-8	0.1	1	-1
COCCN(C(=O)Cc1cccs1)C(C(=O)NCc1ccc(OC)cc1)c1ccc(C(C)C)cc1 (configuration not stated)	-6	9	4	102	.	2.8	2	0.1	-3	2
Cc1ccc(-c2cc(C(=O)NCc3ccc4c(c3)OCO4)no2)cc1	0	1	-4	85	-1	0.3	8	0.2	1	9
COC(=O)/C=C1\SC(=Nc2ccc(Cl)c(Cl)c2)NC1=O	4	2	1	103	-5	-1.4	4	0.0	4	5
COc1cc(OC)c(N(C)S(=O)(=O)c2cccc(C(=O)OCc3c(C)noc3C)c2)cc1Cl	54	0	-21	96	-18	-1.8	3	-0.3	-2	2
Cc1ccccc1C(=O)Nc1cccc(C(=O)N/N=C/c2ccccn2)c1	-15	4	2	96	15	-1.9	-5	0.1	1	-2
O=C(CN1C(=O)NC2(CCCc3ccccc32)C1=O)NCc1ccc(Cl)cc1Cl (configuration not stated)	-16	0	5	94	-1	-2.1	1	0.5	1	-1
CC(Sc1nnc(Cc2ccccc2)n1C)C(=O)NC1CC1 (configuration not stated)	-1	7	-9	99	2	-2.0	-3	-0.2	-1	0
CCCCC(=O)N(CCOC)c1nnc(-c2ccc(OC)cc2)s1	-3	3	-14	89	-9	-0.4	6	0.1	-2	-3
Cc1cc(C)n2nc(SCc3ccccc3C(=O)O)nc2n1	10	3	-13	101	-11	0.7	8	-0.1	2	8
COCCCN1CC(=O)N2C(c3cccc(OC)c3)c3[nH]c4ccccc4c3C[C@H]2C1=O (some centres not stated)	-3	12	-3	96	-10	-1.4	-15	-0.1	1	2
C[C@H]1CN([C@@H](C)CO)C(=O)c2cccc(NC(=O)C3CC3)c2O[C@H]1CN(C)CC1CCCCC1	-1	16	2	92	-2	0.6	7	0.7	-1	14
COC(=O)c1cnn2c(C(F)(F)F)cc(-c3ccccc3)nc12	-3	-2	-1	100	-1	-0.9	5	0.0	2	-5

A section taken from the entries so far, for reference:
SMILES	Exocytosis inh	MC4R antag cAMP	NOD2-RIPK2 inh	ABCB6 inh MLPCN	Vif inh	MC4R ag barr	TLR9-MyD88 inh	aDG glyco up	N-glyco inh	ABHD5 PLIN5 PPI
CC(=O)Nc1ccc(S(=O)(=O)n2nc(C)cc2C)cc1	0	5	-7	99	.	0.5	4	0.0	4	0
CN1C2C=C(N(CCc3ccccc3)C(=O)c3ccc(Cl)cc3)CC1CC2 (configuration not stated)	15	2	3	95	-2	-3.9	-7	-0.1	-1	5
O=C1CCCN1CCNC(=S)Nc1ccccc1	4	3	-1	91	10	2.1	-1	0.2	1	-4
O=C(NC1CCS(=O)(=O)C1)c1ccc(S(=O)(=O)NCC2CCCO2)cc1 (configuration not stated)	0	1	-9	93	6	0.7	-4	0.0	5	2
COc1ccc(-c2c(C(F)(F)F)oc3c(CN4CCN(C)CC4)c(O)ccc3c2=O)cc1	1	-2	-7	113	5	-0.8	3	0.4	-3	0
O=C1[C@H]2[C@@H](c3ccc(F)cc3)N3C(=O)N(c4ccc(Br)cc4)C(=O)[C@@]3(Cc3ccccc3)[C@H]2C(=O)N1C1CCCCC1	1	17	-5	97	0	2.3	-4	1.0	-3	-7
O=C1CN(C(=O)COC(=O)C2=COCCO2)c2ccccc2N1	-2	3	13	95	.	-1.5	-3	2.0	2	-5
CCOC(=O)c1c(SCc2ccccc2)n[nH]c1N	-19	1	-4	95	-10	-1.0	-2	0.0	3	1
CCN1C[C@@H]2[C@@H]3C(=O)N(C)C(=O)[C@@H]3[C@](C)(C1=O)N2C(=O)c1ccc(C(C)(C)C)cc1	-4	2	-13	98	-6	0.6	-4	0.2	2	5
O=C(C1CC1(c1ccccc1)c1ccccc1)N1CCOCC1 (configuration not stated)	-2	-6	-1	91	10	-0.8	-3	0.2	0	0
COc1ccccc1N(CC(=O)NC1CCCC1)C(=O)c1oc(C(C)(C)C)cc1C	3	-5	9	96	-22	-2.9	-10	0.7	-7	5
COC(=O)[C@@]1(Cc2ccccc2)[C@H]2C(=O)N(C)C(=O)[C@H]2[C@H]2CN=C(SCC3CC3)N21	-2	7	-16	100	-7	2.9	-13	3.8	0	-3
